M4 PAM – potentiates acetylcholine response at human M4 receptor; P08173; CHO-K1 hM4/Gqi5, Fluo-8 calcium fluorescence, ACh EC20; 0% = ACh EC20, 100% = maximal ACh; activation, % at 3 µM; 360,000 tested, 0.4% active;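 active means activation above its plate's cutoff, the mean activation of sample wells plus 3 SD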; further: some results filed as inactive read as strong as hits
Target sequence (P08173 whole entry, looked up): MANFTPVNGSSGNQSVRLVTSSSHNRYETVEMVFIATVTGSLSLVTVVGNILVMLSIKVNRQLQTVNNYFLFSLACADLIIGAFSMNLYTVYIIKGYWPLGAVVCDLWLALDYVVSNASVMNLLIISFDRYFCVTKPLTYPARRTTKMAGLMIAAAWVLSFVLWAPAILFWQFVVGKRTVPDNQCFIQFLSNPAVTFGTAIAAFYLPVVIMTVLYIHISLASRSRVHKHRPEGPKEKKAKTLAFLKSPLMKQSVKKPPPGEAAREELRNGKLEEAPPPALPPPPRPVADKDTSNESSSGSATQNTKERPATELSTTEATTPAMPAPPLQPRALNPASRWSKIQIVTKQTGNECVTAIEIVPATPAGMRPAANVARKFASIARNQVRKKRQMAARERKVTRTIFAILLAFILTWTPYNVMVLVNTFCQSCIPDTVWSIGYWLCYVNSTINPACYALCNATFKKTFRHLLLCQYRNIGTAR
CHRM4 agonist – agonists of human muscarinic M4 receptor (CHRM4); CHO-K1 hM4/Gqi5, Fluo-8 calcium fluorescence; vehicle 0%, full acetylcholine response 100%; activation, % at 3 µM; 360,000 tested, 0.14% active; AID 624127;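 active means activation above the run mean over all test wells plus 3 SD, cut at about 32% in these data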;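 further: peak over basal fluorescence ratio per well then scaled between controls; 0% = DMSO wells and 100% = acetylcholine at EC100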
CHRM5 antagonist – CHRM5 antagonism in calcium assay; P08912; CHO-hM5 cells, Fluo-8 calcium fluorescence, ACh EC80; inhibition, % at 3 µM; 360,000 tested, 0.59% active;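 active means inhibition above a per-plate cutoff, the mean of that plate's test compounds plus 3 SD, cut at about 27% in these data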;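 further: 0% = acetylcholine EC80 with DMSO and 100% = DMSO without agonist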
Target sequence (P08912 whole entry, looked up): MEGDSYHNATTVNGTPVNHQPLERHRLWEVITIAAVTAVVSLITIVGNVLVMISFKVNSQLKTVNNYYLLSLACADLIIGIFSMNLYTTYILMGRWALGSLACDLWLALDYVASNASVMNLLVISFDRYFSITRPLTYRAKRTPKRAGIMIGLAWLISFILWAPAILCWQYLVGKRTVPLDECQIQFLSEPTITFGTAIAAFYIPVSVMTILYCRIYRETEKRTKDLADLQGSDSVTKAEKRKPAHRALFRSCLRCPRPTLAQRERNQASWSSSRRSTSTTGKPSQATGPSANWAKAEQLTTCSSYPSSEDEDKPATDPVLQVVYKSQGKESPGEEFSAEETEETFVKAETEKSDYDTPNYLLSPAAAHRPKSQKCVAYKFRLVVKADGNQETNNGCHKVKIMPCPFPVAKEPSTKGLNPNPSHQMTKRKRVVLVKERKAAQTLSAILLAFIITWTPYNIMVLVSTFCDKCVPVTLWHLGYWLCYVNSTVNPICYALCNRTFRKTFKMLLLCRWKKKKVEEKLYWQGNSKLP
CHO-K1 Ca antag – nonselective inhibitor or artifact in parental CHO-K1 cells. 360,000 tested, 0.6% active. inhibition, % at 3 µM. ATP-induced calcium, Fluo-8 fluorescence;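 active means inhibition above a per-plate cutoff, the plate's mean sample inhibition plus 3 SD, cut at about 24% in these data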;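 further: 0% = DMSO plus EC80 ATP and 100% = DMSO alone without ATP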
M5 ag – agonists of human muscarinic M5 receptor (CHRM5) | P08912 | CHO-K1 hM5 cells, Fluo-8 calcium fluorescence; 0% DMSO wells, 100% maximal acetylcholine response | activation, % at 3 µM | 360,000 tested, 0.19% active;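 active means activation above the run's mean over test compounds plus 3 SD, cut at about 23% in these data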;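 further: signal is peak over basal fluorescence ratio across the kinetic read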
CHO-K1 Ca ag – nonselective activator or artifact in parental CHO-K1 cells; AID 602248; 360,000 tested, 0.48% active; activation, % at 3 µM; Fluo-8 calcium fluorescence; scaled to maximal ATP response, vehicle zero; in the data active means activation above about 15%;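 further: untransfected CHO-K1 host cells lacking M1 receptor as counterscreen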
CHO-K1 Ca PAM – nonselective activator or artifact in parental CHO-K1 calcium assay. ATP EC20, Fluo-8 calcium fluorescence; 0% at ATP EC20, 100% at ATP max. activation, % at 3 µM. 360,000 tested, 0.02% active. AID 602247;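 active means activation above the run cutoff, the mean activation of all test compounds plus 3 SD, cut at about 40% in these data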;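 further: peak over basal fluorescence ratio in a 140 s read after ATP addition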
CHRM5 PAM – CHRM5 positive allosteric modulation; P08912; CHO-K1 hM5, Fluo-8 calcium, ACh EC20 PAM; 0% = ACh EC20, 100% = ACh EC100; activation, % at 3 µM; 360,000 tested, 0.3% active;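 active means activation above the run cutoff, the mean activation of all test compounds plus 3 SD, cut at about 18% in these data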
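Test system: CHO-K1 hM5 cells / Doses: single-point, 3 µM nominal / Times: Post-acetylcholine fluorescence recording 140 s / Technique: Fluo-8 calcium fluorescence / Measure: Max/basal fluorescence ratio as % of EC20–EC100 ACh window / Benchmarks: low control EC20 acetylcholine (0%), high control EC100 acetylcholine (100%) / Replicates: one well per compound, no replicates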
CHRM4 antagonist – antagonists of human muscarinic M4 receptor (CHRM4). P08173. CHO-hM4 cells, ACh EC80, Fluo-8 calcium fluorescence. inhibition, % at 3 µM. 360,000 tested, 0.73% active. AID 624125;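 active means inhibition above its plate's cutoff, the mean inhibition of sample wells plus 3 SD, cut at about 27% in these data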;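 further: 0% = acetylcholine EC80 with DMSO and 100% = DMSO without agonist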
An asterisk follows results filed as active; x = no result given.

Fields: M4 PAM	CHRM4 agonist	CHRM5 antagonist	CHO-K1 Ca antag	M5 ag	CHO-K1 Ca ag	CHO-K1 Ca PAM	CHRM5 PAM	CHRM4 antagonist
c1ccc2c(-c3nc4ccccc4[nH]3)cccc2c1
  -5.8	9.7	0.7	-2.9	-0.4	5.2	17.2	-4.8	-7.8
O=c1[nH]c(=S)[nH]c2sccc12
  3.4	0.4	7.8	-4.8	-1.5	0.1	13.3	3.0	-2.7
CCN1C(=O)[C@H]2[C@@H](c3ccc(-c4ccc(C(C)=O)cc4)cc3)N3CCC[C@@]3(C(=O)OC)[C@H]2C1=O
  -8.3	17.2	12.4	-24.8	0.8	7.1	29.9	-11.4	-12.4
COc1ccc(C(=O)NC2CC2)cc1OC1CCN(Cc2cnn(C)c2C)CC1
  -1.8	-0.7	0.3	3.6	-6.2	-0.1	0.2	4.5	-2.0
CCc1nnc(NC(=O)[C@@H](NC(=O)c2cccc(S(=O)(=O)N(CC)CC)c2)C(C)C)s1
  -2.2	-2.0	-7.5	-18.5	-7.2	-0.1	32.4	1.2	-13.1
CCOC(=O)N1CCC(NC(=O)CS(=O)Cc2nc(-c3ccc(C)cc3)oc2C)CC1 (centres undefined)
  3.9	1.6	2.1	-4.7	-3.9	0.6	10.6	-6.1	-5.0
Cc1ccccc1C(=O)NC(C)c1ccc2c(c1)CCCC2 (centres undefined)
  -0.7	0.0	-1.6	-6.2	-1.8	0.2	16.8	-2.2	-2.4
CCN1C(=O)CC(N2CCC(Nc3ccc(OC)cc3)CC2)C1=O (centres undefined)
  1.0	0.1	4.7	-12.2	-3.0	0.3	9.5	-3.1	-5.2
CCN1C(=O)C(CC(=O)Nc2ccc(F)cc2)N(Cc2cccs2)C1=S (centres undefined)
  -4.9	6.7	1.6	-15.6	1.8	5.0	16.4	-9.2	-4.5
N#Cc1ccc(NC(=O)N2CCC(c3nc4c(nnn4Cc4cccc(Cl)c4)c(=O)[nH]3)CC2)cc1
  5.4	-0.6	-4.0	2.0	2.2	-0.2	0.0	0.5	-3.8
COc1ccccc1CNC(=O)[C@@H]1CCCN1S(=O)(=O)c1ccccc1F
  4.9	1.4	5.2	-18.8	-1.8	1.9	-14.5	1.7	-13.4
CC(C)(C)c1cc(NC(=O)COC(=O)c2nccnc2N)n(-c2ccccc2)n1
  2.5	1.4	4.5	2.1	-2.3	0.9	-3.6	1.5	-6.6
CCN1CCc2c(OCC(=O)Nc3ccccc3)cccc2C1=O
  10.6	4.4	8.0	-12.6	-2.1	1.9	0.4	2.3	-6.1
C[C@@H]1CN(C(=O)c2nc3ccc(Cl)cn3c2CN(C)CCc2cnn(C)c2)C[C@H](C)O1
  -4.4	0.2	21.5	7.7	-3.7	9.2	-4.3	-6.8	6.2
Cc1ccc(-c2csc(N(Cc3ccccc3)C(=O)COc3ccccc3)n2)cc1
  2.6	0.3	-1.9	-1.3	-2.9	-0.1	-1.3	2.1	6.3
CCNC(=S)N1CCN(CC(=O)Nc2ccc(Br)cc2)CC1
  -4.0	1.2	1.2	-1.8	2.2	1.1	16.8	0.0	2.4
O=S(=O)(c1ccccc1)N1CCN=C1SCc1c(F)cccc1Cl
  -12.7	-1.0	5.4	-7.8	-8.1	0.3	21.6	-10.1	7.4
COc1ccc(NS(=O)(=O)c2cccc(C(=O)NCC(c3ccc(F)cc3)N3CCOCC3)c2)cc1 (centres undefined)
  -4.8	3.4	9.4	-6.1	1.6	3.6	6.6	-4.0	-4.6
O=C(O)c1cc(S(=O)(=O)N2CC3CC3C2C(=O)O)c(Cl)cc1Cl (centres undefined)
  1.4	0.4	21.7	5.1	-3.1	-0.3	-11.8	-9.2	-4.4
O=S(=O)(c1ccc(Cl)s1)N1CCC(Cc2ccccc2)CC1
  14.1	-1.4	-6.2	0.0	-3.2	-0.5	10.8	-3.9	-8.3
O=C(COC(=O)CNC(=O)C1CCCCC1)Nc1ccc(Br)cc1Br
  8.8	1.0	-0.6	-17.3	4.5	-0.2	12.8	6.4	-1.9
Cc1cc(=O)oc(C)c1C(=O)Nc1cnc2ccccc2c1
  -6.2	0.9	0.8	-2.1	0.5	0.6	3.7	-1.6	9.9
CCC(C)(C)n1nnnc1C(c1ccncc1)N1CCC(C)CC1 (centres undefined)
  20.7	0.8	-9.2	-4.1	-4.0	0.0	0.5	-1.7	-9.7
COC(=O)C[C@@H]1C=C[C@H](NC(=O)c2cnccn2)[C@@H](CO)O1
  3.1	2.0	-4.6	x	0.7	x	x	0.9	-7.8
CCN1C[C@@H]2[C@@H]3C(=O)N(Cc4ccccc4)C(=O)[C@@H]3[C@](Cc3ccccc3)(C1=O)N2C(=O)c1ccc(Br)cc1
  9.1	3.0	17.4	-4.2	0.3	2.3	15.2	-7.7	2.3
COc1cccc(NC(=S)NC(=O)Cc2ccccc2)c1
  1.3	0.0	-3.6	-16.5	5.1	2.3	4.3	5.2	-2.3
Cc1ccc(NC(=S)N2CCCCCC2)cc1
  -28.9	11.3	16.5	0.9	-0.5	5.5	0.0	-13.5	6.2
CC(C)(C)OC(=O)NCC(=O)N1CCC(C(=O)O)CC1
  11.4	0.6	-1.5	-1.5	-0.1	-0.3	12.7	-3.8	2.7
Cc1c(C)n(C)c2ccc(C(=O)NCCCN(C)C3CCCCC3)cc12
  -8.8	-0.8	7.9	-16.5	-7.2	-0.9	3.2	-2.7	3.9
CCC(C)(C)n1nnnc1C(c1ccc2ncccc2c1)N1CCN(c2nc3ccccc3s2)CC1 (centres undefined)
  -5.9	3.9	4.4	-8.1	-4.5	1.4	6.0	-14.2	10.6
Cc1ccc(S(=O)(=O)CC(=O)Nc2sc(C)c(C)c2C(N)=O)cc1
  2.2	0.1	6.8	-15.0	-0.4	-0.6	19.5	0.1	-4.8
COc1ccc(N2CCCCn3c2nc2c3c(=O)[nH]c(=O)n2C)cc1
  -0.9	-1.2	1.5	2.4	-0.4	0.1	-0.7	1.0	14.1
CN1CCN(c2ccc(S(=O)(=O)N3CCOCC3)cc2NC(=O)COc2ccc(C#N)cc2)CC1
  13.4	2.5	5.9	-28.1	-1.4	0.6	21.9	9.7	-7.8
COc1cc2nc(CN(C)Cc3nc4ccccc4c(=O)[nH]3)[nH]c(=O)c2cc1OC
  9.1	5.8	-8.9	-1.5	-0.9	1.8	6.4	1.4	-11.4
CCOC(=O)N1CCN(C(=O)CC(C)S(=O)(=O)c2cc3c(cc2C)NC(=O)CO3)CC1 (centres undefined)
  0.8	0.7	-7.0	-7.4	-2.1	1.8	-2.1	0.8	2.1
CC1CCN(CC(=O)N2CC(=O)Nc3ccccc32)CC1
  -5.3	-0.1	2.5	3.7	-2.4	-0.3	7.6	-1.2	2.9
COc1ccc(-n2nc3c(c2NC(=O)C(C)C)CSC3)cc1
  -1.6	-0.1	10.2	4.8	-3.0	0.2	-15.9	-0.7	-1.6
CC(C)(C)c1ccc(CN2C(=O)c3ccccc3S2(=O)=O)cc1
  -5.5	-1.1	19.2	-12.7	-6.2	-0.5	1.3	-7.6	7.7
CCOc1ccccc1NC(=O)CCn1nc(C)c(S(=O)(=O)N2CCCCC2)c1C
  -3.8	1.9	3.1	-16.2	-1.0	2.2	6.3	-0.9	6.8
Cc1ccc(NC(=O)c2cc(N3C(=O)C=CC3=O)ccc2N2CCOCC2)cc1
  -2.0	2.1	6.6	4.0	2.2	0.2	-6.6	20.6*	12.4

In another format: two of the compounds above
CC(C)(C)OC(=O)NCC(=O)N1CCC(C(=O)O)CC1
  M4 PAM: 11.4 | CHRM4 agonist: 0.6 | CHRM5 antagonist: -1.5 | CHO-K1 Ca antag: -1.5 | M5 ag: -0.1 | CHO-K1 Ca ag: -0.3 | CHO-K1 Ca PAM: 12.7 | CHRM5 PAM: -3.8 | CHRM4 antagonist: 2.7

Cc1c(C)n(C)c2ccc(C(=O)NCCCN(C)C3CCCCC3)cc12
  M4 PAM: -8.8 | CHRM4 agonist: -0.8 | CHRM5 antagonist: 7.9 | CHO-K1 Ca antag: -16.5 | M5 ag: -7.2 | CHO-K1 Ca ag: -0.9 | CHO-K1 Ca PAM: 3.2 | CHRM5 PAM: -2.7 | CHRM4 antagonist: 3.9

(more compounds)
Fields: M4 PAM	CHRM4 agonist	CHRM5 antagonist	CHO-K1 Ca antag	M5 ag	CHO-K1 Ca ag	CHO-K1 Ca PAM	CHRM5 PAM	CHRM4 antagonist
CC(C)C[C@@H](CN)NC(=O)c1nc[nH]c1C(=O)N[C@@H](C)C(=O)CNC[C@H](C)NC(=O)c1nc[nH]c1C(=O)N[C@@H](CC(C)C)C(=O)O
  3.6	0.4	8.8	-10.8	1.0	0.7	17.6	-1.0	-5.3
Cc1ccc(-c2cc(C(F)F)n3ncc(C(=O)Nc4cn(C)nc4C)c3n2)cc1
  2.5	1.3	-1.8	-8.0	-3.0	-0.1	0.6	2.4	-2.6
O=C(CSc1nc2ccccc2c(=O)n1CCCO)N1CCc2ccccc21
  -5.1	1.1	1.5	1.1	1.2	0.1	-6.5	-1.1	5.9
CCOc1ccccc1OCCC(=O)OCC(=O)Nc1c(C)cc(C)cc1C
  10.3	0.4	6.5	-5.5	-1.7	-0.3	2.5	-0.1	-2.9
COc1ccccc1-n1c(C)nc(=O)c(-c2ccccc2)c1C
  3.8	0.9	-6.5	-12.3	-3.0	0.3	4.4	2.9	0.4
Cc1cc(O)c(C(C)C)cc1NC(=O)Nc1cc(Cl)ccc1Cl
  11.7	0.9	1.7	-3.1	0.1	-0.2	-6.0	-8.6	-8.5
CCc1noc(C)c1C(=O)Nc1ccc(-c2nnc3n2CCCCC3)cc1
  10.3	-0.7	2.3	-3.3	-3.7	0.4	6.9	5.9	-14.1
Cc1c(C(=O)NCCSCc2ccc(Cl)cc2Cl)cccc1[N+](=O)[O-]
  -2.6	4.8	20.3	-6.9	-11.0	2.4	16.4	-20.9	0.5
Cc1cc(Br)ccc1NC(=O)C1CCN(S(=O)(=O)c2cnc[nH]2)CC1
  1.3	0.8	8.2	-11.3	-2.6	0.6	-7.5	-6.3	-7.0
Cc1[nH]c(=O)[nH]c(=O)c1S(=O)(=O)Nc1cccc([N+](=O)[O-])c1C
  -2.4	0.4	6.8	-15.7	-3.6	0.6	0.7	-5.5	-4.0
O=C(CSc1nnc(CNc2ccc(Cl)cc2)n1Cc1ccccc1)NCc1ccco1
  0.0	4.0	0.8	12.7	2.1	0.1	-1.5	5.3	20.9
Cc1ccc(NC(=O)CSc2ccc(-c3cccnc3)nn2)cc1
  7.1	3.0	-2.1	-6.2	-2.0	0.1	-14.1	-4.3	-8.4
COc1ccc(S(=O)(=O)N2CCOCC2)cc1NC(=O)COC(=O)C1=COCCO1
  -11.3	0.8	5.0	5.0	0.7	-0.1	-5.4	-0.3	-1.0
CCCn1c(C(O)c2cc(OC)ccc2OC)nc2ccccc21 (centres undefined)
  9.6	1.4	-1.3	-3.4	-6.2	0.3	16.7	-3.3	-19.8
O=C(CSc1nnc(-c2c[nH]c3ccccc23)o1)c1ccccc1
  1.3	2.2	6.6	-20.7	0.6	1.4	19.4	-8.5	-4.0
CC(C)(C)c1nc2sc3c(c2c(=O)o1)CCCC3
  -8.1	-0.4	7.5	-1.9	-5.4	0.0	-4.6	-7.9	8.2
Cc1ccsc1/C=N\NC(=O)CC(=O)NCc1ccccc1
  3.5	1.8	6.2	-16.1	2.1	1.7	18.9	0.6	-1.6
CC1CN(C(=O)c2ccc(-c3ccccc3Cl)o2)CC(C)O1 (centres undefined)
  7.4	0.1	-0.4	1.3	0.5	-0.4	-22.0	6.3	-5.6
